Bioassay records deposited in PubChem BioAssay by National Center for Advancing Translational Sciences (NCATS).
KDM5B inh = Primary screen for KDM5B Histone Demethylases FDH-coupled qHTS; Lysine-specific demethylase 5B (Homo sapiens), Q9UGL1; KDM5B demethylase, FDH-coupled NADH fluorescence (FDH is formaldehyde dehydrogenase); Potency, µM (top dose mostly 57.7 µM), without a hit: top-dose activity change, negative = inhibition, hits mostly inhibitors; 220,000 compounds, 2.6% hits; AID 1347165, 2019; active = well fitted inhibition curve with a large enough effect; inconclusive = small, poorly fitted or top-dose-only effect; inactive = no such curve, though single readings can be large or run the other way; note: 0% is about no effect; nearly all actives have a fitted effect of over 70% in size
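KDM5BΔAP (200 nM final) in 50 mM HEPES pH 7.5, 0.01% Tween-20 was preincubated 10 min at RT with compound over a concentration range. Substrate mix (H3K4me3 12.5 µM, α-KG 25 µM, Fe²⁺, ascorbate, NAD⁺, FDH) was added, and NADH fluorescence change over 30 min gave dose-response curves.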
* hit, by the source's call; i = inactive; ? = inconclusive; & = joins results of further samples; [ ] = another dose, or the depositor's remark. Potency is the fitted concentration of half-maximal effect. These rows are one share of the data (hit frequency here may not be typical).

SMILES	KDM5B inh
O=C(c1ccc(Cl)cc1)C(CN1CCCCCC1)c1ccccc1 (configuration not stated)	?
CC(C)(Oc1nn(CCOc2ccccc2)c2ccccc12)C(=O)NCc1cnccn1	2%[86.2 µM]
CCCCCCCOc1ccc(C(=O)Oc2cncc(Cl)c2)cc1	26%
Cc1cccc(Cn2c(SCCc3ccccc3)nc3c2c(=O)[nH]c(=O)n3C)c1	7%
O=C(Nc1ccc2oc(-c3ccccc3F)cc(=O)c2c1)c1ccccc1Br	-4%
COc1cc(OC)cc(OCc2nc3c(n2Cc2ccccc2)C(=O)N(Cc2ccccc2F)CCN3)c1	5%
Nc1nccnc1C(=O)NCC(=O)NC1CC1	?
O=C(NCc1ccccn1)c1ccc(CN2C(=O)NC3(CCS(=O)(=O)CC3)C2=O)cc1	19%
C#CCNC(=O)[C@@H]1Cc2cn(CC#CC)c3cccc(c23)[C@H](CC(C)C)N1	-24%[86.2 µM]
CCc1ccccc1NC(=O)Cn1c(=O)n(Cc2ccco2)c(=O)c2sc3ccccc3c21	?
CC(C)NC(=O)Cn1ccn2nc(-c3ccc(F)cc3)c(CO)c2c1=O	-26%
COc1cccc(CN(C(=O)c2oc3cc(C)ccc3c2C)C2CCS(=O)(=O)C2)c1 (configuration not stated)	-10%
COc1cccc(S(=O)(=O)N2CCCCCCNC(=O)[C@@H]3CCC[C@@H]32)c1	30%[activator]
CC(C)Cc1cc(C[C@@H]2C[C@H](NC3CCOCC3)C2(C)C)no1	-11%[86.2 µM]
CCCN(C)C(=O)c1nn(CCC)c(=O)c2ccccc12	62%[activator]
Cc1ccc(-c2cc(C(=O)NCCc3ccccc3)c3ccccc3n2)cc1C	-6%
CC(=O)Nc1cc(NC(=O)Cc2nc(-c3ccccc3)oc2C)ccc1F	-4%
COc1ccc(NC(=O)N2c3ccccc3CC2c2nc(C(C)C)no2)c(OC)c1 (configuration not stated)	1%
CCc1ccc(CNC(=O)Cn2nc(C)c3nn(-c4ccc(Cl)cc4)c(C)c3c2=O)cc1	-3%
Nc1nc(CN2CCN(C(=O)c3ccc(Cl)c(Cl)c3)CC2)nc2ccccc12	-3%
CCOc1ccc2nc(N3CCCC(C(=O)Nc4ccc(OC)cc4)C3)sc2c1 (configuration not stated)	2%
O=C1CS/C(=N/N=C/c2ccccc2)N1Cc1ccco1	14%
CSCCNC(=O)C1CN(c2cccc(Cl)c2)C(=O)N1 (configuration not stated)	-16%[86.2 µM]
CNC(=O)c1cc(S(=O)(=O)N2CC[C@H](CO)[C@H](O)C2)cs1	-4%
CCn1nc(C(=O)OCc2nc(-c3cccc(Br)c3)no2)c2ccccc2c1=O	29%
CC(C)(C)c1ccc(C(=O)Nc2ccc(CCC(=O)O)cc2)cc1	7%
c1ccc(CN2CCC3(CC2)CC(c2cccnc2)=NO3)cc1	15%&-13%[86.2 µM]
Cc1ccccc1CC(=O)N1CCN(C(=O)c2nnn3c2COC(c2ccc(Cl)cc2)C3)CC1 (configuration not stated)	17%
Cc1nnsc1C(=O)N[C@H]1CCN(C(=O)c2ccco2)[C@H](C(=O)N[C@H](Cc2c[nH]c3ccccc23)C(N)=O)C1	?
O=C(Nc1cccc(-c2nnc3n2CCCC3)c1)Nc1ccccc1F	-7%
Cc1cccc(NC(=O)Nc2ccc(C)n(CC(=O)Nc3ccc(C)c(C)c3)c2=O)c1	-44%
COc1ccc(OC)c(/C=C/C(=O)NC(C)(C)C)c1	?
CN(Cc1ccc(F)cc1F)C(=O)c1cc(Br)ccc1O	-9%
Cc1cc(C(=O)CN2C(=O)NC(Cc3c[nH]c4ccccc34)C2=O)c(C)n1C (configuration not stated)	14%
CCC(=O)N1CCc2cc(Br)cc(S(=O)(=O)CCC(=O)N3CCN(c4ccc(OC)cc4)CC3)c21	-12%
CC(C)c1ccccc1NC(=O)/C=C/c1cccs1	-4%
Cc1ccc(-c2nc3cc(Cl)ccc3o2)cc1NC(=O)c1cc([N+](=O)[O-])ccc1N1CCOCC1	1%&3%
COCc1nn(CC(=O)NC(C)Cc2cc(C)[nH]n2)c(=O)n1-c1ccccc1 (configuration not stated)	30%
Cc1ccc(CN2C[C@@H]3C(=O)N(CCCN4CCCC4=O)C(=O)[C@@H]3C2)c(C)c1	35%
COC(=O)C(C)N1C(=O)S/C(=C/c2ccc(Sc3ccccc3)cc2)C1=O (configuration not stated)	?
CCC1CCCCN1CCCNC(=O)c1cc2c(Cl)nc3ccccc3c2s1 (configuration not stated)	?
OC(c1cccc(C(F)(F)F)c1)c1nc(Nc2ccccc2)n[nH]1 (configuration not stated)	-6%[86.2 µM]
Cc1ccc(C)c(NC(=O)CCS(=O)(=O)c2cccc3nsnc23)c1	-51%
CC(C)c1nc2cc3sc(C(C)C)nc3cc2s1	-2%
Cc1nonc1OCCNC(=O)C1CC(=O)N(Cc2ccccn2)C1 (configuration not stated)	-1%
O=C(COC(=O)c1ccc2ccccc2n1)c1ccc(Cl)cc1	-14%
CN(C)CCC(=O)c1ccc(F)cc1	?
CCc1ccc(N2C(=O)N(CC(=O)C(C)(C)C)c3ccccc3S2(=O)=O)cc1	3%
COc1ccc(N2CCC(NC(=O)c3ccc(N(C)C)cc3)C2=O)cc1 (configuration not stated)	?
O=C(O)c1ccccc1NS(=O)(=O)c1ccc(N/N=C/c2cccs2)c([N+](=O)[O-])c1	-14%

Next compounds follow.
SMILES	KDM5B inh
C=CCc1ccccc1OCc1cccc(C(=O)O)c1	18%
O=C(/C=C/c1ccccc1)Nc1nc(-c2cccs2)ns1	?
CCC(=O)N1CCN(c2ccc(NC(=O)c3cc4ccccc4cc3OC)cc2)CC1	-3%
O=C(O)CC12CC3CC(C1)CC(O[N+](=O)[O-])(C3)C2	16%
O=C(N/N=C/c1c2ccccc2cc2ccccc12)C1CC1	-24%
O=c1[nH]c(C2CCN(Cc3cccs3)CC2)nc2ccc(F)cc12	-16%
COc1cccc(-c2noc(CCCc3nc(-c4cccnn4)no3)n2)c1	-3%
O=c1oc2ccccc2c(NCc2ccccc2)c1NS(=O)(=O)c1cc(F)ccc1F	2%
COc1ccc(C2=CC(c3cccc(C)c3)n3nnnc3N2)cc1 (configuration not stated)	?
COCC[C@]1(O)CCN(C(=O)CCc2nc(-c3ccco3)no2)C[C@H]1C	-2%
CCc1ccc(NC(=O)CSc2nc(=O)n(Cc3ccccn3)c3c2CCC3)cc1	-10%
CC(CNC(=O)c1ccccc1[N+](=O)[O-])NC(=O)c1ccccc1[N+](=O)[O-] (configuration not stated)	2%
Cc1oc2c(c1C(=O)N1CCSCC1)CN(Cc1cccc(F)c1)CC2	?
Nc1ccccc1C(=O)NCc1ccncc1	?
S=C(Nc1ccccc1Cl)NC1CC1	-9%
CCC(C(=O)Nc1cc(OC)ccc1OC)n1c(=O)c(C(F)(F)F)nc2ccccc21 (configuration not stated)	-19%
CCn1cc(C(=O)OCC(=O)Nc2cc(Cl)ccc2C)c(=O)c2ccc(C)nc21	?
COc1cccc(CNC(=O)CSc2ncc3c(n2)-c2cc(Cl)ccc2N(C)S3(=O)=O)c1	-13%
CCC1COCCN1Cc1cn(-c2ccccc2)nc1-c1ccc(OC)cc1F (configuration not stated)	?
O=C([C@@H]1C[C@H](F)CN1C(=O)Nc1ccc(F)cc1)N1CCOCC1	6%
O=C(CCn1nc(-c2ccccc2)c2ccccc2c1=O)Nc1ccc(Br)cc1	-12%
CCOc1ccc(C(=O)Nc2ccc3nc(SCCOc4ccccc4)sc3c2)cc1	-6%
CCc1cc(C(=O)c2ccc(OC)cc2)c(NC(=O)CN2CCCCC2)s1	2%
CC(C)c1noc(-c2cccn3c(CNC(=O)c4cc5ccccc5[nH]4)nnc23)n1	?
CCC1(O)CCCN(c2ncc(C(C)(C)C(=O)O)c(N3CCOCC3)n2)C1 (configuration not stated)	-20%
O=C1CSc2ccc(C(=O)Nc3cccc4ccccc34)cc2N1	-9%
Cn1cnc(S(=O)(=O)N2CCC(C(=O)N3CCN(c4cccc(C(F)(F)F)c4)CC3)CC2)c1	10%
CNC(=O)CCn1ncc2cc(OCc3ccccc3-c3cccnc3OC)ccc21	-17%[86.2 µM]
Cc1ccccc1C(C)NC(=O)c1ccc2c(c1)NC(=O)CS2 (configuration not stated)	1%
CCN1CCN(c2ccc(NC(=O)c3ccc(Cl)c(S(=O)(=O)N(CC)CC)c3)cc2)CC1	5%
FC(F)(F)Oc1ccc(-c2cnc([C@@H]3COCCN3C3CCOCC3)[nH]2)cc1	4%[86.2 µM]
CC(C)(C)c1ccnc(N[C@H]2CO[C@H]3[C@@H]2OC[C@@H]3NC(=O)NCc2ccccc2)n1	-27%[86.2 µM]
Nc1nonc1-c1nc2ccccc2n1Cc1ccc(Br)cc1	-7%
CCCCNc1nc(-c2ccncc2)nc2ccccc12	-9%
COc1cccc(C(=O)NCC2(COc3ccc(S(C)(=O)=O)cc3)C[C@@H](O)[C@@H](O)C2)c1 (some centres not stated)	-23%
COc1ccc(CNC(=O)C[C@@H]2C[C@H]3O[C@H](CNC(=O)NC(C)C)[C@@H](O)[C@H]3O2)cc1	-19%[86.2 µM]
Cc1ccc(C(=O)N2CCC(C3CCN(Cc4cccc(F)c4F)CC3)C2)cn1 (configuration not stated)	20%
CCOC(=O)c1c(NC(=O)COc2ccc(C(C)(C)C)cc2)sc2c1CCCC2	?
CCc1ccc(NC(=O)c2cnc(SC)nc2C)cc1	7%
CCCCN(CC)C(=O)c1cc2c(=O)n3cccc(C)c3nc2s1	?
CC(C)C(NC(=O)c1ccccc1)C(C)C	15%
CNC(=O)[C@@H]1CN(C(=O)Cc2ccc(Br)cc2)C[C@H]1CO	8%
CCOC(=O)C(NC(=O)c1ccc(OC)cc1)(Nc1ccc(OC)cc1)C(F)(F)F (configuration not stated)	-10%
COC(=O)CNC(=O)Cc1nn(C)c(=O)c2ccccc12	16%
COc1ccc2oc(=O)c(C(=O)N3CCN(c4cc(Cl)ccc4Cl)CC3)cc2c1	?
Cc1ccc(C(=O)N2CCC3(C2)C(=NC2CCCC2)NC(=O)N3c2cccnc2)cc1 (configuration not stated)	11%[115 µM]
Fc1cccc(CN2CCC(Oc3ccc(-c4noc(C5CC5)n4)cc3)C2)c1 (configuration not stated)	-20%
CC(C)(C)CC(=O)Nc1nc2c(s1)C[C@@H]1[C@](C)(CO)[C@H](O)CC[C@@]1(C)[C@@H]2CC(=O)N1CCC(C(N)=O)CC1	-12%
COc1ccc(C2(C(=O)N3CCC(Oc4ccc(-c5noc(C)n5)cc4)C3)CC2)cc1 (configuration not stated)	11%
COc1ccc(-n2ccn(Cc3ccccc3Cl)c(=O)c2=O)cc1OC	-25%

Remaining list, next part:
SMILES	KDM5B inh
COc1cccc(CN2CCCCCCNC(=O)[C@@H]3C[C@@H](C(=O)NCCc4cnc[nH]4)C[C@@H]32)c1	-12%
COc1ccc2[nH]c3c(c2c1)CCN(C)C31CCN(C(=O)c2cccn2C)CC1	?
COc1cc2c(cc1OC)C(C[C@H]1CN(C(=O)C(=O)O)CC[C@H]1CC(=O)O)=NCC2	i
Cc1ccc(C(=O)O/N=C(\c2ccccc2)c2ccccn2)cc1	?
CN(C)c1ccc(CNC(=O)C2CCN(S(=O)(=O)c3cn(C)cn3)CC2)cc1	-28%
CCc1ccc(C2=CSC3=NCCN23)cc1	28%
O=C(CCC1CCCN(C(=O)c2ccsc2)C1)N1CCN(c2ccccn2)CC1 (configuration not stated)	?
CC(C)c1nc2sc3c(NCCO)ncnc3c2c2c1COC(C)(C)C2	-13%
CC1=C[C@@H](CNC(=O)C(C)(C)C)[C@H](C(C)C)C[C@H]1CC(=O)N1CCN(c2ccccn2)CC1	20µM*
CCC(=O)N1CCCc2cc(S(=O)(=O)N3CCC(C(=O)Nc4ccc(C#N)cc4)CC3)ccc21	-19%
COCCN(Cc1cnc(-c2cccc(C)c2)nc1)Cc1cccs1	?
COCc1cc(=O)n(CC(=O)NCc2ccc(OC)cc2)c(N2CCOCC2)n1	?
COc1cccc(N2CC(NC(=O)C(c3ccccc3)c3ccccc3)CC2=O)c1 (configuration not stated)	-17%
Cc1cccc(-c2nnn3c2nc(NCc2ccccc2)c2ccccc23)c1	?
COc1ccc(-c2nc3cnccn3c2NCCC(=O)N2CCCC(C)C2)cc1 (configuration not stated)	28µM*
CCN(CC)CCNC(=O)CCc1ncc(-c2ccc(F)cc2)o1	17%

Rewritten with the structure last: 6 of the compounds above
KDM5B inh,Molecule
-10%,CCc1ccc(NC(=O)CSc2nc(=O)n(Cc3ccccn3)c3c2CCC3)cc1
7%,Cc1cccc(Cn2c(SCCc3ccccc3)nc3c2c(=O)[nH]c(=O)n3C)c1
28µM*,COc1ccc(-c2nc3cnccn3c2NCCC(=O)N2CCCC(C)C2)cc1 (configuration not stated)
?,Cc1cccc(-c2nnn3c2nc(NCc2ccccc2)c2ccccc23)c1
-12%,O=C(CCn1nc(-c2ccccc2)c2ccccc2c1=O)Nc1ccc(Br)cc1
?,Cc1oc2c(c1C(=O)N1CCSCC1)CN(Cc1cccc(F)c1)CC2
